KDM5B inhibitor – KDM5B demethylase inhibition; Q9UGL1; KDM5B demethylase, FDH-coupled NADH fluorescence (FDH is formaldehyde dehydrogenase); Potency, µM (top dose mostly 57.7 µM), for the others: at the highest dose activity change, negative = inhibition, most hits filed as inhibitors; 2.6% of 220,000 active; AID 1347165; active = well fitted inhibition curve with a large enough effect; inconclusive = small, poorly fitted or top-dose-only effect; inactive = no such curve, though single readings can be large or run the other way; note: 0% is about no effect; nearly all actives have a fitted effect of over 70% in size
Target sequence (Q9UGL1 whole entry, looked up): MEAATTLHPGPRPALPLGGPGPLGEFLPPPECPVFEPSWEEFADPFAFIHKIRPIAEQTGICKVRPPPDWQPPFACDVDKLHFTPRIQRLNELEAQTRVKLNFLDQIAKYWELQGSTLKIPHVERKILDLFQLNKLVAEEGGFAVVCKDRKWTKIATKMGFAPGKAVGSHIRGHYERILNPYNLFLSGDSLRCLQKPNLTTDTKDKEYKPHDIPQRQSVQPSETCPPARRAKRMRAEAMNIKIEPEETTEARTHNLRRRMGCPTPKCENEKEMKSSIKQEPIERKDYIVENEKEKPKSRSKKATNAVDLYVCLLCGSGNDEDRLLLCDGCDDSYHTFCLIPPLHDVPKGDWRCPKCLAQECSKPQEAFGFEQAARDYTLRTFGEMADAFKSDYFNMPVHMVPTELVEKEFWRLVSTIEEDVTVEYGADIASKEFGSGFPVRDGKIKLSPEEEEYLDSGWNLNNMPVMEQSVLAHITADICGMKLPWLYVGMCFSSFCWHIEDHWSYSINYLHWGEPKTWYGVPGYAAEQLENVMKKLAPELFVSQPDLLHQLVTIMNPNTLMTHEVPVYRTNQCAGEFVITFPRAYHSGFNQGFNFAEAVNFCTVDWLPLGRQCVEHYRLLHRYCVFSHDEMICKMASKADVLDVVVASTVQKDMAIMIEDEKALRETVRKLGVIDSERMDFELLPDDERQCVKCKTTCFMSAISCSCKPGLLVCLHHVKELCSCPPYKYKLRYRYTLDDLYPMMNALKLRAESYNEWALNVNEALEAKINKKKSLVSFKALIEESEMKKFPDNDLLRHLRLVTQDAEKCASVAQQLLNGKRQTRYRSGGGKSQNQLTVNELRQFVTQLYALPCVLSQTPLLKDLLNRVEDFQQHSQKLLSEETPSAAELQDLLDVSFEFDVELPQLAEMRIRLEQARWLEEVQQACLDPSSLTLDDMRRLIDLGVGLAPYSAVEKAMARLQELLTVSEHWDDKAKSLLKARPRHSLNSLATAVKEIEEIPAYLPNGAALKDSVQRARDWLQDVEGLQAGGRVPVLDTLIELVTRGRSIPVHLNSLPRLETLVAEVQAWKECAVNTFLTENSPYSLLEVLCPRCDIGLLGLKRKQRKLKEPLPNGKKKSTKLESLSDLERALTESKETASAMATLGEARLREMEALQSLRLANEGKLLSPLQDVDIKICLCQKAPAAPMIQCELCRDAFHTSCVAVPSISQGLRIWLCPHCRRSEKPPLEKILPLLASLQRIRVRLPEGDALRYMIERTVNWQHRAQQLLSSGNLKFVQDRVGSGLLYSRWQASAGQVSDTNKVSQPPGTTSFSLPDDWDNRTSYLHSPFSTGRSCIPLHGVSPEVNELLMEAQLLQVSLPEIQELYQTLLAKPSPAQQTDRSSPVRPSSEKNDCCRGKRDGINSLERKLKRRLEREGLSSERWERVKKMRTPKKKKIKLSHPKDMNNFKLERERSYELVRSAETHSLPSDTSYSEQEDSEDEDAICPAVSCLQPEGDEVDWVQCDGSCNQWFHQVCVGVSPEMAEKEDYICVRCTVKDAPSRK
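Compound dilutions met 200 nM (final) KDM5BΔAP for 10 min at room temperature before substrate addition. The substrate mix held 12.5 µM H3K4me3 with cofactors 25 µM α-ketoglutarate and 50 µM Fe²⁺. NADH signal gain over 30 min defined activity.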
An asterisk follows results filed as active; ? = inconclusive; & = joins results of further samples; [ ] = remark or other dose. Potency is the fitted concentration of half-maximal effect. This is a subset, so the mix of outcomes need not match the whole.

SMILES | KDM5B inhibitor
O=C1NCCC[C@@H]1NC(=O)[C@H]1CN(C(=O)c2ccccc2)CCN1S(=O)(=O)c1ccc(F)cc1 | 6.0%
CN(Cc1ccc(N2CCNC2=O)cc1)CC1CCCN(CCc2ccc(F)cc2)C1 (configuration not stated) | ?
O=C(CN1CCCC1c1ccc2c(c1)OCCCO2)Nc1c(Cl)cccc1C(F)(F)F (configuration not stated) | -16.6%
Cc1cc(OCC(=O)N2CCCCC2CCN2CCCC2)cc(C)c1Cl (configuration not stated) | 16.9%
Cc1nc(C)c(C(=O)N2CCC(N3CC4CC(C3)[C@H]3CCCC(=O)N3C4)CC2)s1 (some centres not stated) | 15.8µM*
N#Cc1ccc(N2CCC(C(=O)Nc3nccs3)CC2)nc1 | 14.8%
COc1cccc(N(Cc2nnc3n2CCCCC3)C(=O)Nc2cccc(Cl)c2)c1 | ?
CNC(=O)C1(N2CCC[C@H]2C(=O)N2CCOCC2)COC1 | 21.1%[86.2 µM]
Cc1ccc(OCCSc2nc3ccccc3n2CC(=O)N2CCOCC2)cc1C | -13.9%
CC(C)C1=NOC2(CCN(C(=O)c3ccccc3)C2)C1 (configuration not stated) | -6.4%[149 µM]
Cc1cccc(-c2nc(SCCCOc3ccc(Cl)c(C)c3)n3[nH]c(=O)cc3n2)c1 | -24.9%
CCc1ccc(OCCCC(=O)Nc2cccc(C(=O)O)c2)cc1 | 26.9%
O=C(CN1C(=O)COc2ccc(S(=O)(=O)N3CCCC3)cc21)NC1CC1 | 17.7%
CCOc1cc(/C=C2/NC(=O)NC2=O)cc(I)c1OC | 20.5%
O=C1CCCc2c1[nH]c1ccc(C34CC5CC(CC(C5)C3)C4)cc21 | 14.2%
CC(=O)Nc1nonc1-c1nnc(SCC(=O)Nc2cc(C)cc(C)c2)n1C | 5.0%
Nc1ccc(C(=O)O)c([N+](=O)[O-])c1 | 2.9%
CCCc1nn(C)c2c(=O)[nH]c(-c3cc(S(=O)(=O)Nc4ccccc4)ccc3OCC)nc12 | ?
CC(Sc1nc(Cl)nc2nc[nH]c12)C(=O)NCCc1c[nH]c2ccc(F)cc12 (configuration not stated) | 11.8%
C=CCc1ccccc1OCCn1c(C2CC(=O)N(Cc3ccc(F)cc3)C2)nc2ccccc21 (configuration not stated) | -21.3%
CCOC(=O)C1CCN(C(=O)C2CCN(c3nnc(C)c4c(C)n(-c5ccccc5)nc34)CC2)CC1 | ?
Cc1ccc(OCC(=O)NCC(=O)OCc2cc(=O)n3nc(CC(C)C)sc3n2)cc1 | -25.0%
COC(=O)CCCCCCCCCC[N+]1(Cc2ccccc2)CCCCC1 | 13.6%
CCC(CC)NC(=O)c1cccc(I)c1 | 24.3%
O=C(NCc1ccncc1)c1cc(S(=O)(=O)C2CCS(=O)(=O)C2)ccc1F (configuration not stated) | -9.3%
COc1cc(C(=O)NCC(c2ccco2)S(=O)(=O)c2cccs2)cc(OC)c1OC (configuration not stated) | -10.8%
COc1ccc(NC(=O)CN2CCCN(S(=O)(=O)c3ccc(Br)cc3)CC2)c(OC)c1 | ?
Cc1ccccc1CSc1nc2c(cnn2CCO)c(=O)[nH]1 | 13.2%
Nc1nccnc1C(=O)NCC1CC2c3ccccc3C1c1ccccc12 (configuration not stated) | ?
Cn1c(=O)c2c(ncn2Cc2ccc(Cl)cc2)n(C)c1=O | 16.8%&9.0%
Cc1ccccc1/C=N/Nc1ccc(S(N)(=O)=O)cc1[N+](=O)[O-] | 18.7%
COc1ccccc1C1NC(=S)NC2=C1CCc1ccccc12 (configuration not stated) | ?
Cc1nc(C(=O)N2CCC(c3nnc(Cn4cccn4)n3C)CC2)cs1 | 35.7%[activator]
Cc1cccc(C(=O)N2C[C@@H](F)C[C@H]2C(=O)N2CCOCC2)c1 | 12.5%
CC(Sc1ccc(Cl)cc1)C(=O)N1CCN(c2nccs2)CC1 (configuration not stated) | -7.8%
Cc1cnc(NC(=O)c2cccnc2Oc2ccc(F)cc2Br)s1 | 13.5%
Cc1cccc(N2CCN(C(=O)c3ccc(NS(=O)(=O)c4ccc5[nH]c(=O)[nH]c5c4)cc3)CC2)c1C | -13.9%
CC(C)(C)C(=O)N1CCCC2(CN[S+](=O)([O-])c3cccnc3O2)C1 (configuration not stated) | 7.8%[149 µM]
Cn1c(CNC(=O)CC2CCOCC2)nc2ccccc21 | -21.8%
COc1ccc(C2CC(=O)Nc3ccsc32)cc1 (configuration not stated) | 15.6%
O=C(NCc1ccccc1)c1cnc2n1CCN(Cc1ccc(F)cc1)CC2 | 5.4%[86.2 µM]
CCN1CC2(CCN(C(=O)c3cnc4c(O)cccn4c3=O)CC2)OC1=O | 31.6µM*
COc1ccc(-c2cc(C(F)(F)F)n3nc(C(=O)NCC45CC6CC(CC(C6)C4)C5)cc3n2)cc1 | 8.2%
CNC(=O)[C@@H]1CN(C(=O)c2cc(C)[nH]n2)C[C@H]1C1CCN(C)CC1 | 9.7%
CC(C)COc1ccc(C(=O)Nc2ccc(S(=O)(=O)Nc3ncccn3)cc2)cc1 | 2.8%
CC(C)NC(=O)C1CCC(=O)N1C1CCNCC1 (configuration not stated) | -2.4%
COCc1nc(-c2ccc(OC3CN(S(=O)(=O)c4ccccc4C)C3)cc2)no1 | -24.4%
CCc1nc2c(c(-c3ccc(Cl)cc3)n1)CN(Cc1ccc(OC)cc1)CC2 | 17.8µM*
COc1ccc(-c2nnc(C[C@@H]3C[C@@H](C(C)C)[C@H](CO)C=C3C)o2)cc1 | 25.7%[86.2 µM]
CCCN(C(=O)c1nn(-c2ccc(OC)c(Cl)c2)c(=O)c2c1c1ccccc1n2C)c1ccccc1F | -4.5%

Additional compounds follow:
SMILES | KDM5B inhibitor
CCn1cc(CN2C[C@@H](CO)[C@H](NC(=O)C3CC3)C2)cn1 | -25.2%
COc1ccc(Cl)cc1NC(=O)COC(=O)CCS(=O)(=O)c1ccc(NC(C)=O)cc1 | 15.5%
Cc1cc(C)c2c(C)c(C(=O)NCC(c3ccco3)N3CCCC3)oc2c1 (configuration not stated) | ?
O=[S+]([O-])(c1ccc(Br)cc1)c1nnn2c1nc(NCc1ccncc1)c1ccccc12 | 14.2%[115 µM]
CC(=O)Oc1ccc2ccc3ccc(OC(C)=O)c4ccc1c2c34 | ?
O=C(NCC1CCOCC1)c1ccoc1 | 5.8%
COc1ccc(O[C@H]2COCCN(S(=O)(=O)c3c(C)noc3C)C2)cc1 | 6.0%[86.2 µM]
CC1=NN(c2ccccc2)C(=O)C1C=Nc1ccccc1O (configuration not stated) | ?
CC(C)(O)C#Cc1ccc(CN2CCCC(CCC(=O)Nc3ccccc3F)C2)s1 (configuration not stated) | -24.6%
O=[S+]([O-])(c1cccs1)N1CCCC2(CC(c3ccccn3)=NO2)C1 (configuration not stated) | 13.1%[115 µM]

An excerpt of these results, as labelled records.
> Cc1cccc(N2CCN(C(=O)c3ccc(NS(=O)(=O)c4ccc5[nH]c(=O)[nH]c5c4)cc3)CC2)c1C
  KDM5B inhibitor = -13.9%
> CC(C)(C)C(=O)N1CCCC2(CN[S+](=O)([O-])c3cccnc3O2)C1 (configuration not stated)
  KDM5B inhibitor = 7.8%[149 µM]
> Cn1c(CNC(=O)CC2CCOCC2)nc2ccccc21
  KDM5B inhibitor = -21.8%
> COc1ccc(C2CC(=O)Nc3ccsc32)cc1 (configuration not stated)
  KDM5B inhibitor = 15.6%

Next results follow.
SMILES | KDM5B inhibitor
Cc1ccc(OCC(=O)Nc2sc3c(c2C(N)=O)CCCC3)c(C(C)(C)C)c1 | -9.5%
OCc1ccc(CN[C@H]2[C@H](O)[C@@H](N3CCC(Cc4ccccc4)CC3)[C@@H]3OC[C@H]2O3)o1 | -11.5%[86.2 µM]
FC(F)(F)c1cccc(-c2noc(-c3ccc(NCCN4CCOCC4)nc3)n2)c1 | ?
CC1=NS(=O)(=O)N(C)C=C1C(=O)OCc1nc(Cc2ccc(C)cc2)no1 | -12.8%
O=C(CCOc1ccccc1)Nc1ccnn1C1CCN(Cc2ccccc2)CC1 | -0.6%
Cc1cc(Cl)ccc1Nc1nc(NCc2ccc3c(c2)OCO3)nc2nccnc12 | -12.5%
O=C(COc1cccc(-c2nnc3n2CCCC3)c1)NCc1ccccc1 | -18.6%
O=C(CN1CC2CC(C1)[C@H]1CCCC(=O)N1C2)N1CCCCCC1 (some centres not stated) | -3.5%
CCNC(=O)N[C@H]1C[C@@H](c2nc(-c3ccc(OC(F)(F)F)cc3)no2)N(C)C1 | ?
Cc1ccccc1CNC(C)(C)CO | 19.7%
COc1cc(OC)cc(C(=O)N2CCC[C@H]2c2nc(-c3ccc(C)cc3)no2)c1 | -30.9%
CC(C)c1ccc(CNCCSc2nnnn2-c2ccccc2)cc1 | ?
Cc1ccc(-c2ccc(OC(=O)c3ccc(C)c(C)c3)cc2)cc1 | -10.8%
CNC(=O)CCC[C@@H]1[C@H]2CCCN3CCC[C@@H](CN1C(=O)NCc1ccc(C)cc1)[C@@H]23 | -1.5%
C/C=C/C=N/NC(=O)C(O)c1ccccc1 (configuration not stated) | -9.1%
COCc1nc(CCNC(=O)c2ccoc2)no1 | -13.1%
CCc1cc(=O)oc2c(C)c(OCc3ccc(OC)cc3)ccc12 | 11.2%
Cn1cc(-c2cnc3[nH]cc(CC(=O)Nc4cccnc4)c3c2)cn1 | 39.8µM*
COc1ccc(Cc2nnc(/C=C/c3ccccc3OC)o2)cc1 | ?
O=S(=O)(c1cc(F)ccc1F)N1CCN(Cc2ccc3c(c2)CCO3)CC1 | 8.8%
Cc1ccc(C(=O)NCC2CCOCC2)cn1 | 22.3%
Cc1cccc(Nc2nc(-c3ccccc3)c(C(=O)Nc3cccnc3)s2)c1 | ?
CCNC(=O)C1CCCN1S(=O)(=O)c1ccc(Br)s1 (configuration not stated) | -15.5%
Cc1ccc2c(COC(=O)COc3ccc(Br)cc3)cc(=O)oc2c1 | 17.9%
CCOC(=O)c1[nH]c2ccccc2c1NC(=O)c1ccc(C)c(C)c1 | ?
CCC(=O)N1CCc2cc(Br)cc(S(=O)(=O)N3CCC(C(=O)NCCCOC(C)C)CC3)c21 | ?
COCC(=O)Nc1cccc(-c2nc3cccnc3s2)c1 | ?
COC[C@@H]1CN(C(=O)Cc2c[nH]c3ccccc23)C[C@H]1c1nc(C)no1 | -6.6%
Cc1cc(C)c(NC(=O)C2CCCN(C(=O)c3cnn(-c4ccccc4)c3-n3cccc3)C2)c(C)c1 (configuration not stated) | -2.6%
COc1ccc2cc(C(=O)N3C[C@@H](CO)[C@H](c4ccccn4)C3)[nH]c2c1 | -17.1%
CCn1ccc(C(=O)NCc2cccnc2N(C)CCc2ccccn2)n1 | 28.2µM*
Cc1cccc(CN2CCN(C(=O)c3cc(C4CC4)nn3-c3ccccc3)CC2)c1 | 6.8%
Cc1ccc(CNC(=O)C2CCN(S(=O)(=O)c3cn(C)cn3)CC2)cc1 | -19.2%
NC(=O)C1CCN(C(=O)c2ccc3ccn(Cc4ccccc4)c3c2)CC1 | -20.2%
CCCC12CN3CC(C)(CN(C1)C3c1cccs1)C2=O (configuration not stated) | -11.8%
O=C1Nc2ccccc2CC12CCCCN2[S+](=O)([O-])c1cccc(C(F)(F)F)c1 (configuration not stated) | 11.4%
CCOc1ccc(S(=O)(=O)NCC(c2ccc(N(C)C)cc2)N2CCCC2)cc1 (configuration not stated) | -29.4%
CC(=O)Nc1ccc(NC(=O)Cn2nc(-n3nc(C)cc3C)ccc2=O)cc1 | 0.9%
O=C(Cn1nc2n(c1=O)CCCCC2)Nc1ccc2c(c1)OCO2 | -11.3%
CCOc1ccc(Cl)cc1CN(C)c1cc(C2CC(O)C2)nc(N)n1 (configuration not stated) | 5.7%
O=C(Nc1ccc2nc(SCc3ccc(Br)cc3)sc2c1)c1ccc(Cl)cc1 | 4.2%
CCOC(=O)c1[nH]c2ccccc2c1NC(=O)C(C)N1CCC2(CC1)OCCO2 (configuration not stated) | ?
COc1ccc(-c2cn3nc(N4CCC(C(=O)Nc5ccc(C)cc5)CC4)sc3n2)cc1 | -9.8%
COc1cccc(CN2CC3(CCN(C)C3)c3cc(C(=O)NC4CCCCC4)ccc32)c1 (configuration not stated) | 35.5µM*
COc1ccccc1C1(CCNC(C)c2cccs2)CCOC(C(C)C)C1 (configuration not stated) | 20.4%
COCCNC(=O)C1CCN(S(=O)(=O)c2ccc3c(ccn3C)c2)CC1 | 18.1%
CCN1c2cc(C(=O)NCc3ccc(OC)cc3)ccc2C(=O)N2CCCCCC21 (configuration not stated) | ?
COc1ccc(CCC(=O)N2CCCC(c3nc(-c4ccccc4)no3)CCNC(=O)CC2)cc1 (configuration not stated) | 22.8%
N#CC1=C(N)Oc2n[nH]c(-c3ccc4c(c3)OCO4)c2C1c1cccc(O)c1 (configuration not stated) | -29.3%
Cc1cc(=O)oc2cc(OCC(=O)N(Cc3ccccc3)C(C)(C)C)ccc12 | -20.8%

The results go on:
SMILES | KDM5B inhibitor
CN(C)C[C@@H]1CN(S(C)(=O)=O)C[C@H]1NC(=O)c1cccc(F)c1 | -22.8%
COc1ccc(-c2nc(C(=O)N3CCCCCC3)nn2-c2ccccc2Cl)cc1 | 8.7%
CCCN1C(=O)Cc2ccccc2C1C(=O)N1CCN(c2ccccc2)CC1 (configuration not stated) | -18.0%
Cc1ccc2oc(=O)n(CCNC(=O)Nc3ccc(Cl)cc3)c2c1 | -4.2%
